# Bioassay records as filed in PubChem BioAssay.
# pCIP destab: lowers stability of the mouse p/CIP coactivator protein. F442A p/CIP-EGFP cells, EGFP fluorescence, 16 h. Q05BA5. decrease of EGFP signal, % at 10 µM. actives 0.01% (n = 290,000);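 active = EGFP signal decrease of at least 30% at 10 µM or well 3 SD below plate mean, unless failing retest; inactive = the rest, including hits failing retest or dose response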; note: some compounds called inactive have numbers as strong as hits; many of its hits are not listed in these tables
# MEKK2wt PB1 HTS: raises or lowers MEK5 binding to wildtype human MEKK2 PB1 domain | actives 1.1% (n = 290,000) | Q9Y2U5 | AID 1531 | binding response (% of control), % at 10 µM | bead flow cytometry, Alexa488-MEK5 binding to MEKK2 WT; actives lie on both sides; in the data active = binding response below about 67% or above about 130%
# UBC9 SUMO inh: inhibitors of human SUMOylation (UBC9); P63279; HTRF SUMOylation assay, SAE1/SAE2 + UBC9, in vitro; inhibition, % at 35 µM; actives 0.36% (n = 290,000); in the data active = inhibition above about 50%, passing the limit was not always enough; note: strong numbers were not always called active
# Target sequence (P63279 whole entry, looked up): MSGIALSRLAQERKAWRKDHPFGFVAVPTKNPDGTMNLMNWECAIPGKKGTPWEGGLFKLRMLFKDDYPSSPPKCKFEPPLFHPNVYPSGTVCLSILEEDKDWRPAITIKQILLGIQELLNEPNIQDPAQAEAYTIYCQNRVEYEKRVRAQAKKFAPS
# IDE cell activ: IDE (human) activation, cell-based; P14735; HEK cells, FAbeta-B cleavage, fluorescence polarization; 0% vehicle, 100% cell-free pure enzyme wells; activation, % at 5.96 µM; actives 0.073% (n = 340,000); AID 493087;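 active = activation above the mean of all tested compounds plus 3 SD, set per screening campaign, cut at about 17% in these data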
# MEKK2 mut-MEK5: signal of MEK5 binding to mutant human MEKK2 PB1 domain. bead flow cytometry, Alexa488-MEK5 binding to MEKK2 mutant. percent response, % at 10 µM. actives 0.35% (n = 290,000). AID 1530; in the data active = percent response above about 24%, passing the limit was not always enough; note: inactives centre near 1; some results filed as inactive read as strong as hits; reference of the scale not given here
# IDE cell inh: inhibits human insulin-degrading enzyme in HEK cells. P14735. FAbetaB cleavage, fluorescence polarization. inhibition, % at 5.59 µM. actives 0.41% (n = 320,000);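 active = percent inhibition above the average of all tested compounds plus 3 SD, set per screening campaign, cut at about 16% in these data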;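 note: IDE supplied by intact live HEK cells; FP after avidin binding of uncleaved biotin substrate so inhibition keeps polarization high; 0% = DMSO wells and 100% = 60 µM reference IDE inhibitor Ii1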
# PfM18AAP inh: blocks P. falciparum M18 aspartyl aminopeptidase; recombinant PfM18AAP, H-Glu-NHMec fluorogenic cleavage; inhibition, % at 7.35 µM; actives 1.2% (n = 290,000); AID 1822;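 active = inhibition above the campaign mean inhibition over all tested compounds plus 3 SD, cut at about 28% in these data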;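 note: 0% = plate median of test compound wells and 100% = 2 mM ZnCl2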
# NALP1 yeast inh: blocks the NALP1 inflammasome reconstituted in yeast. S. cerevisiae NALP1/ASC/caspase-1 growth, X-gal OD620, 72 h. inhibition, % at 10 µM. actives 0.61% (n = 280,000). AID 2071; in the data active = inhibition mostly above about 24%, no sharp cut-off; inactive = mostly below about 32%; note: some compounds called inactive have numbers as strong as hits
# MEKK3 PB1 HTS: raises or lowers MEK5 binding to the human MEKK3 PB1 domain. Q99759. bead-based flow cytometry, Alexa488-MEK5 binding to MEKK3; actives lie on both sides; 0 = blocked by unlabeled MEK5, 100 = vehicle. binding response (% of control), % at 10 µM. actives 1.4% (n = 290,000). AID 1529;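 active = binding response more than 3 SD above or below the average of its plate-row segment, actives on both sides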;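 note: Alexa488 bead fluorescence after subtracting the streptavidin-only scavenger bead signal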
# Target sequence (Q99759 whole entry, looked up, the tested form may be a part): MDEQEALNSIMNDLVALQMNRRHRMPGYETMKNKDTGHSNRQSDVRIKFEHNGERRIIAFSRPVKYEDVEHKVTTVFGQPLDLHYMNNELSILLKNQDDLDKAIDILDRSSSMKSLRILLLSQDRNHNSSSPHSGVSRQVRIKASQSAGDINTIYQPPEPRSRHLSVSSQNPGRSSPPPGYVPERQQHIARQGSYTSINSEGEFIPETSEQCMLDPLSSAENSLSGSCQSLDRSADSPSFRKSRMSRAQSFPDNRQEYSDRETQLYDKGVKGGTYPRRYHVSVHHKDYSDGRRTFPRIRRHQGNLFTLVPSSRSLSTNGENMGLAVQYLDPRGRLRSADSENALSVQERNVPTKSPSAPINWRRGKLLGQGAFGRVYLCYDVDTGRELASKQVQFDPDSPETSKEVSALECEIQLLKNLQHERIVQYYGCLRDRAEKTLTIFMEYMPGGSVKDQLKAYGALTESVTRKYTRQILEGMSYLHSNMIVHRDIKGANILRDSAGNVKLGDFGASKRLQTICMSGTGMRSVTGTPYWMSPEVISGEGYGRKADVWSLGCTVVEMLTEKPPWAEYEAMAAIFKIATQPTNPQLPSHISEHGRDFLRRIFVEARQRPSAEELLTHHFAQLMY
# Starred values were filed as active, the others as inactive; x = not tested or not shown.
SMILES,pCIP destab,MEKK2wt PB1 HTS,UBC9 SUMO inh,IDE cell activ,MEKK2 mut-MEK5,IDE cell inh,PfM18AAP inh,NALP1 yeast inh,MEKK3 PB1 HTS
N#C/C(=C\c1ccc(O)c(O)c1)S(=O)(=O)c1ccccc1,-2,98,2,-15,-3,0,51*,-8,99
CC1Cc2ccccc2N1C(=O)C1CCCN(S(=O)(=O)c2cccc3nsnc23)C1 (stereo not given),11,94,28,2,-4,-2,-2,6,93
CCCC(=O)Nc1cccc(NC(=O)c2ccc3c(c2)OCCO3)c1,-6,107,5,4,6,-1,9,10,107
O=C(O)C(Oc1ccc2c(c1)oc(=O)c1ccccc12)c1ccccc1 (stereo not given),-2,95,17,4,7,5,-7,8,102
COc1cccc2c1C(=O)c1c(O)c3c(c(O)c1C2=O)C[C@@](O)(C(C)=O)C[C@@H]3O[C@H]1C[C@H](N)[C@H](O)[C@H](C)O1,-73,84,33,19*,0,x,8,22,99
CCC(CC)NC(=O)c1oc2ccccc2c1COc1ccccc1,4,124,-1,7,12,-6,-5,16,107
CCOC(=O)c1c(N)sn(-c2ccccc2)c1=S,-22,109,11,5,3,7,-7,14,103
CCOc1ccc(NC(=O)CN2C(=O)C3CCCN3C2=O)cc1 (stereo not given),-11,95,12,3,-1,8,-12,20,93
C/C(=N\Nc1nc(-c2ccc(C)cc2C)cs1)c1cc2ccccc2oc1=O,1,106,-1,2,0,-5,3,-2,92
COc1ccc2c(c1OC)C(=O)N(c1ccccn1)C2,-2,107,37,5,6,7,6,6,104
CS(=O)(=O)N(CC(=O)Nc1ccc(F)cc1F)c1cccc([N+](=O)[O-])c1,-4,90,-2,5,-5,-1,-2,7,99
CCOC(=O)C(NC(=O)c1ccccc1)(OCC1(CC)COC1)C(F)(F)F (stereo not given),-10,98,-45,-1,1,4,-3,-55,99
COc1ccc(-n2c(C)c(C(C)=O)c(C(C)=O)c2C)cc1OC,-18,112,9,0,12,3,-4,11,107
Cc1ccsc1S(=O)(=O)N1CCCC(CCC(=O)NCc2ccccc2F)C1 (stereo not given),-8,102,14,4,1,2,3,11,104
CCOc1ccc(CCNC(=O)CCc2nc3ccccc3[nH]2)cc1OCC,3,102,12,0,2,1,-2,1,102
CCOc1ccc(-c2nc(CN(Cc3ccccc3)C[C@@H]3CCC(=O)N3)c(C)o2)cc1,-9,101,-6,1,1,-2,2,11,102
C#CC[N+](C)(C)C(C#Cc1ccccc1)CC=C (stereo not given),-8,102,18,5,-2,-6,-2,-13,88
O=C(CSc1nc2c(c(=O)n1-c1ccc(Cl)cc1)SCC2)N1CCCC1,2,111,9,0,5,0,-1,1,114
Cc1ccc(-n2ncc3c2CC(C)(C)CC3NC(=O)C2CCOCC2)cc1 (stereo not given),1,97,-7,1,2,-2,3,1,93
COC(Cc1n[nH]c(=S)n1-c1ccc(Cl)cc1)OC,-12,101,9,1,3,-3,18,-2,101
COc1ccc(N2CC(NC(=O)NCC(C)C)CC2=O)cc1 (stereo not given),-2,103,0,-1,-2,-3,-1,36,101
C[C@@H](NC(=O)c1nc[nH]c1C(=O)NCC(=O)OCc1ccccc1)c1ccccc1,-14,103,4,4,-1,5,4,4,102
CC(C)(C)c1ccc(Cn2cnc(-c3ccc([N+](=O)[O-])cc3)c2)cc1,-10,96,-13,-1,0,0,1,26,96
Nc1ncnc(Sc2ccc(Cl)cc2)c1[N+](=O)[O-],-19,104,15,1,-1,4,-2,29,105
CCOc1ccc(-c2cc(C(=O)O)c3ccccc3n2)c(OCC)c1,10,101,6,7,1,-3,-4,5,96
CCOC(=O)N1CCN(C(=O)c2ccc(Cn3c(=S)[nH]c4cc(OCC)c(OCC)cc4c3=O)cc2)CC1,-16,101,28,2,-1,1,2,3,103
O=C(O)c1ccc2c(c1Nc1ccccc1)C(=O)c1ccccc1C2=O,-6,82,-25,4,-20,4,-6,21,87
COCCN1CCN(C(=O)c2ccc3nc(Cc4ccc(OC)c(OC)c4)oc3c2)CC1,-24,106,-2,8,6,3,5,7,102
CC(=O)c1c(C(C)=O)c(C)n(-c2cccc([N+](=O)[O-])c2)c1C,4,95,-9,10,-2,4,0,1,96
C[C@@H]1C=C(C(=O)N2CCN(Cc3ccccc3)CC2)O[C@H](OCc2ccc(CO)cc2)C1,11,102,5,-7,6,2,1,0,104
O=C(c1ccccc1)N1CCN(Cc2ccccc2Br)CC1,1,105,10,-5,1,-4,-2,-4,100
COC(=O)C1=NNC2(c3ccc(C)cc3)C(=O)N(c3ccc(C)cc3)C(=O)C12 (stereo not given),-15,97,9,4,5,-4,-8,6,102
COc1ccc2nc(N(CCN(C)C)C(=O)c3ccc4c(c3)OCCO4)sc2c1,0,117,14,4,9,-2,4,9,105
CCOCCOCN(C#N)c1nc(OC)nc(N(C)C)n1,6,95,20,6,-3,-3,-10,6,95
Cc1nnc(N2C(=O)C(O)=C(C(=O)c3ccco3)C2c2cccc3ccccc23)s1 (stereo not given),-1,94,10,-5,-19,-1,18,x,87
COc1ccc(OCc2cc(C(=O)O)c(C)o2)cc1,-7,101,18,x,-2,-1,6,11,99
COc1ccc(/C=N/n2cnnc2)cc1Cn1nc(C)c([N+](=O)[O-])c1C,8,93,8,3,-9,-1,-4,12,93
Cc1cc(N2CCC(C)CC2)n2nc(C)c(-c3ccccc3)c2n1,3,104,20,2,3,-3,-13,21,114
COC(=O)c1cccc(N(C(=O)c2ccco2)C(C(=O)NC2CCCC2)c2ccc(N3CCOCC3)cc2)c1 (stereo not given),5,94,0,-2,-6,5,1,1,96
COc1ccc(NC(=O)CSc2n[nH]c(N)n2)c([N+](=O)[O-])c1,-12,105,9,-2,4,-2,-6,-2,101
C=C1CCN([C@@H](CC(C)C)C(=O)N2CCOCC2)S(=O)(=O)c2ccccc21,x,102,x,-1,3,1,x,x,102
CCN(CC)CCNC(=O)CCCNC(=O)Cn1cnc2sc(C)c(C)c2c1=O,4,107,10,1,3,8,11,11,103
COC(=O)c1ccc(COC(=O)CCS(=O)(=O)c2ccc(C)cc2)cc1,0,104,-6,1,-2,-6,-5,-2,99
NS(=O)(=O)c1cccc(NC(=O)Cn2cnc3ccccc3c2=O)c1,-7,100,22,-1,5,-2,5,3,95
CCc1cc(Br)ccc1N1C(=O)C2CC=CCC2C1=O (stereo not given),-12,106,13,0,6,-3,4,37,106
CC(=O)N1c2ccc(S(=O)(=O)N3CCC(C(=O)NCc4ccccc4)CC3)cc2CC1C (stereo not given),-20,98,15,7,-1,0,1,13,98
COc1ccc(CCNC(=O)c2ccc(NS(=O)(=O)c3ccc4[nH]c(=O)[nH]c4c3)cc2)cc1OC,-8,111,14,6,8,4,0,5,103
COc1ccc(CN2C(=O)C(C)N(C(=O)c3c(F)cccc3F)c3ccccc32)cc1 (stereo not given),-7,96,-1,4,-1,9,-9,0,96
C/C(=N\Nc1ccc([N+](=O)[O-])cc1)c1cc2ccccc2o1,-52,106,8,-20,-3,18*,-4,-27,102
CC(=O)N(c1ccc2oc(=O)sc2c1)S(=O)(=O)c1ccc(C)cc1,-5,103,-23,-6,6,13,33*,2,103

# Further entries follow:
SMILES,pCIP destab,MEKK2wt PB1 HTS,UBC9 SUMO inh,IDE cell activ,MEKK2 mut-MEK5,IDE cell inh,PfM18AAP inh,NALP1 yeast inh,MEKK3 PB1 HTS
Cc1ccc(NC(=O)C2C3C=CC4(CN(Cc5cccnc5)C(=O)C24)O3)cc1F (stereo not given),-7,112,22,0,7,0,-11,21,111
O=C(NCCO)c1ccc2c(c1)S(=O)(=O)c1ccccc1C2=O,-8,101,18,7,3,9,-7,4,103
CC(C)(C)c1ccc(C(=O)c2c[nH]c(C(=O)O)c2)cc1,6,102,5,-33,1,16,2,-6,107
COc1cc(/C=C/C(=O)O)cc(S(=O)(=O)NCCCC(=O)O)c1OC,1,104,11,0,-4,0,-2,9,103
Cc1cccnc1NC(=O)CSc1nnc(CNC(=O)c2cccc([N+](=O)[O-])c2)n1C,7,104,11,-3,6,6,-8,-4,104
O=C(NCC1CCCN(C(=O)c2cscn2)C1)c1ccccc1Cl (stereo not given),-7,97,6,7,-9,4,0,5,105
O=S(=O)(c1ccccc1)N1CCN=C1SCc1cccnc1,13,89,-2,5,-10,0,9,22,101
CCOC(=O)CNC(=O)CSc1nc2c(C)cccc2cc1CC,0,97,-1,x,-3,8,-4,5,95
COc1ccc(/C=N/Nc2cc(C)nc3ccc(Br)cc23)cc1,9,214*,-37,-3,73*,-2,10,27,106
CCOc1ccccc1NCc1cc(=O)oc2cc(C)ccc12,-3,103,-9,-3,-1,-5,7,12,103
COc1cccc(/C=N/NC(=O)CCn2c3ccccc3c3ccccc32)c1,2,116,2,7,19,0,4,28,106
CCOC(=O)N1CCN(C(=O)c2cc(COc3cccc(C(F)(F)F)c3)on2)CC1,5,105,-6,-6,1,4,0,16,100
CN=c1scc(-c2ccc(OC)cc2)n1/N=C(\C)c1cccnc1,18,94,3,1,-10,1,11,-4,102
O=C(NCc1ccc(Cl)cc1)C1CCN(S(=O)(=O)c2cccc3nonc23)CC1,1,98,5,3,-4,-5,-10,16,99
O=C(O)c1ccc(CSc2nnc(-c3ccco3)o2)cc1,-3,98,-3,5,0,0,4,6,96
COc1ccc(OC)c(-c2csc(NC(=O)CSc3ccccc3)n2)c1,-9,117,6,0,-1,1,-2,45,108
COc1ccccc1N1CCN(C(c2cccs2)C(C)NC(=O)c2ccco2)CC1 (stereo not given),-8,105,13,-1,8,-1,-1,-9,99
CNC(=O)CC1C(=O)N(c2ccc(F)cc2)C(=S)N1NC(=O)c1ccc(Cl)cc1 (stereo not given),-5,102,15,0,4,-1,13,-26,105
c1csc(-c2csc(-c3cccs3)n2)c1,18,108,20,2,4,5,-6,2,111
O=C(Oc1ccc(NC2=NS(=O)(=O)c3ccccc32)cc1)c1cccnc1,1,103,9,2,0,4,-1,4,100

# Ordered by the number under PfM18AAP inh (low to high): four of the compounds above
SMILES,pCIP destab,MEKK2wt PB1 HTS,UBC9 SUMO inh,IDE cell activ,MEKK2 mut-MEK5,IDE cell inh,PfM18AAP inh,NALP1 yeast inh,MEKK3 PB1 HTS
CCOc1ccc(-c2cc(C(=O)O)c3ccccc3n2)c(OCC)c1,10,101,6,7,1,-3,-4,5,96
CS(=O)(=O)N(CC(=O)Nc1ccc(F)cc1F)c1cccc([N+](=O)[O-])c1,-4,90,-2,5,-5,-1,-2,7,99
CC(C)(C)c1ccc(Cn2cnc(-c3ccc([N+](=O)[O-])cc3)c2)cc1,-10,96,-13,-1,0,0,1,26,96
NS(=O)(=O)c1cccc(NC(=O)Cn2cnc3ccccc3c2=O)c1,-7,100,22,-1,5,-2,5,3,95

# Next compounds follow.
SMILES,pCIP destab,MEKK2wt PB1 HTS,UBC9 SUMO inh,IDE cell activ,MEKK2 mut-MEK5,IDE cell inh,PfM18AAP inh,NALP1 yeast inh,MEKK3 PB1 HTS
O=C(Cn1c(=O)c(=O)n(Cc2ccccc2)c2ccc(Cl)cc21)NCC1CCCO1 (stereo not given),-8,x,7,-1,x,-3,-14,4,x
CCc1ccc(NC(=O)NCC2CCN(Cc3cccc(Cl)c3)CC2)cc1,-6,130,2,2,20,0,4,0,107
CN(C)c1nc(N)c([N+](=O)[O-])c(NCc2ccccc2)n1,4,102,-12,-3,2,4,1,29,100
CC(=O)C1C(c2ccncc2)NC(=O)NC1(O)C(F)(F)F (stereo not given),-4,101,-3,2,5,2,3,11,97
Cc1ccc(S(=O)(=O)N2CCN(C(=O)CC(C)n3cncn3)CC2)cc1C (stereo not given),-5,99,2,3,1,4,-2,6,98
CCC(C(=O)NCc1ccco1)N(C(=O)CNS(=O)(=O)c1ccc(F)cc1)c1ccccc1F (stereo not given),-12,96,16,-5,-1,7,-2,-17,102

# These rows are one share of the data; the hit share may differ from the screen's.
